Vif-A3F inh: inhibitors of Vif-A3F interaction; Potency, µM (titrated, usually from 46.1 µM), inactives show at the top dose activity, negative = active; HeLa A3F-eYFP + Vif (tagged APOBEC3F with the HIV-1 protein that degrades it), YFP fluorescence increase; 0.2% of 390,000 active; also: % of control where 0% means no effect; nearly all actives have a fitted effect of over 65% in size
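HeLa cells stably expressing A3F-eYFP plus Vif, plated and incubated overnight at 37 deg C, then exposed to compounds overnight at 37 deg C. Blocked degradation read as raised yellow fluorescence (Ex 488/Em 500-530).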
RGS4 inhibitor: blocks human RGS4-accelerated GTP hydrolysis; Transcreener GDP fluorescence polarization, RGS4-accelerated GTP hydrolysis; Potency, µM (doses to about 114 µM), without a hit: top-dose activity change, negative = inhibition, usual class: inhibitors; 0.039% of 390,000 active; AID 504845; also: % is scaled to controls: 0 for no effect and ±100 for the full control effect; nearly all actives have a fitted effect of over 75% in size; some results filed as inactive show a strong effect at the top dose
Target sequence (P49798 whole entry, looked up): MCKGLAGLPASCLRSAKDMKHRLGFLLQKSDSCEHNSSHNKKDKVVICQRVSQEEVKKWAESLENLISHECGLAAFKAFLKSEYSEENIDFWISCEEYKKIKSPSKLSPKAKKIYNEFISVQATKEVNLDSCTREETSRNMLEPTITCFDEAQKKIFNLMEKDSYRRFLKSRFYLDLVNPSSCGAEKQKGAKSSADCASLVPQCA
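MLSMR compounds (23 nl, pin-transferred) preincubated 10 min at room temperature with a 500nM (2x) first reagent, then RGS4 at 900nM (2x) plus Transcreener GDP mix added; fluorescence polarization (620/688 nm) read before and after 90 min at 30 °C.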
RXFP1 agonist: agonists of human relaxin receptor RXFP1; Q9HBX9; HEK293T-RXFP1 cAMP TR-FRET, 30 min; response scale: percent of porcine relaxin response, buffer zero; Potency, µM (top dose mostly 57.5 µM), without a hit: at the top dose activation, actives largely listed as activators; 0.3% of 370,000 active; AID 2676; also: % is scaled to controls: 0 for no effect and ±100 for the full control effect; nearly all actives have a fitted effect of over 60% in size; many of its hits are not listed in these tables
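HEK293 cells stably expressing RXFP1, treated 30 min at 37C with compounds plus PDE4 inhibitor Ro 20174; cAMP measured by HTRF TR-FRET. Normalized to buffer and 29 nM porcine relaxin; EC50 by Hill fit.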
TrxR1 inh: rat TrxR1 inhibition | Potency, µM (titrated, usually from 114 µM), inactives show at the top dose activity change, negative = inhibition, usual class: inhibitors | recombinant rTrxR1, NADPH fluorescence consumption, selenite substrate | AID 588453 | 1% of 390,000 active | O89049; also: % is scaled to controls: 0 for no effect and ±100 for the full control effect; nearly all actives have a fitted effect of over 65% in size
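Rat TrxR1 (90 nM in the dispensed reagent) was pre-reduced with 400 uM NADPH for 5 min at room temperature, then incubated with compound for 15 min. After 400 uM selenite was added, NADPH fluorescence (Ex 340/Em 450 nm) was followed for 8 min.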
ALOX12 inh: inhibitors of human 12S-lipoxygenase ALOX12; 1.1% of 580,000 active; P18054; Potency, µM (series often up to 108 µM), without a hit: top-dose activity change, negative = inhibition, most hits filed as inhibitors; AID 1671190; purified 12hLO, xylenol orange hydroperoxide absorbance; also: % is scaled to controls: 0 for no effect and ±100 for the full control effect
Target sequence (P18054 whole entry, looked up): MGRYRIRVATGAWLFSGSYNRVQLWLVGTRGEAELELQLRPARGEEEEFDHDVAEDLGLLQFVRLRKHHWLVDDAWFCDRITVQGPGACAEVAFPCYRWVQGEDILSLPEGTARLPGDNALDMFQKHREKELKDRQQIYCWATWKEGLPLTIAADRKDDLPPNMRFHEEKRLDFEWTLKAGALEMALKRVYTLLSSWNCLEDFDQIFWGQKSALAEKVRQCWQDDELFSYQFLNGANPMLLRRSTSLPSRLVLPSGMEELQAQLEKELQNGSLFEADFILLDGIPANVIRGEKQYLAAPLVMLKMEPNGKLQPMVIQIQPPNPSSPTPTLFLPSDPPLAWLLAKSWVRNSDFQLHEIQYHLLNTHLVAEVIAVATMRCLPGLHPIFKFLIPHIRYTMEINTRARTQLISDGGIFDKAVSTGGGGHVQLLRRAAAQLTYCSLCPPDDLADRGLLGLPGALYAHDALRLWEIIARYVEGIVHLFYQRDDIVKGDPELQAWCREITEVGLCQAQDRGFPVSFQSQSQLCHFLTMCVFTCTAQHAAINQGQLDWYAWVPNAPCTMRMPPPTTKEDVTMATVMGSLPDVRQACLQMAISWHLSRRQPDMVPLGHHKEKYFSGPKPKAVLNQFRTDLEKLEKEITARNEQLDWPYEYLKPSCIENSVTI
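Purified human 12hLO at 150 nM in 25 mM Hepes, 0.01% Triton X-100, pH 7.0, preincubated 15 min at room temperature with compound. Reaction started with 40 uM arachidonic acid, 30 min at room temperature. Hydroperoxide measured by Fe-xylenol orange, 573/405 nm absorbance ratio.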
mIDH1 inhibitor: blocks human mutant IDH1 R132H enzyme | 0.093% of 390,000 active | Potency, µM (series often up to 76.6 µM), for inactives: at the highest dose activity change, negative = inhibition, actives largely listed as inhibitors | O75874 | IDH1-R132H enzyme, NADPH consumption, diaphorase/resazurin fluorescence; also: % is scaled to controls: 0 for no effect and ±100 for the full control effect; nearly all actives have a fitted effect of over 65% in size
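IDH1-R132H (0.5 ug/mL dispensed) in pH 7.5 Tris buffer was preincubated 30 min with compound, then given a substrate mix of 0.016 mM NADPH and 2 mM alpha-KG for 80 min at room temperature; remaining NADPH was read by diaphorase/resazurin fluorescence.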
USP1 inh: blocks the human USP1/UAF1 deubiquitinase complex; recombinant USP1/UAF1, Ub-Rhodamine cleavage fluorescence; Potency, µM (titrated, usually from 57.1 µM), without a hit: top-dose activity change, negative = inhibition, hits mostly inhibitors; 0.23% of 390,000 active; O94782; also: % is scaled to controls: 0 for no effect and ±100 for the full control effect; nearly all actives have a fitted effect of over 60% in size; inactives centre near -12
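USP1/UAF1 complex at 1 nM was preincubated with compound for 15 min at room temperature, then Ub-Rho substrate (150nM final) was added. Fluorescence (480/540 nm) was read kinetically, 6 reads every 60 seconds.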
Vif-APOBEC3G blk: inhibitors of Vif-APOBEC3G interaction. HeLa A3G-eYFP + Vif (tagged APOBEC3G with the HIV-1 protein that degrades it), YFP fluorescence, overnight. AID 602310. Potency, µM (series often up to 46.1 µM), for the others: at the top dose activity, negative = active, usual class: inhibitors. Q9HC16. 0.076% of 410,000 active;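 also: % is scaled to controls: 0 for no effect and ±100 for the full control effect; nearly all actives have a fitted effect of over 60% in size; hits raise eYFP signal because A3G escapes Vif-driven loss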
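Read-out is eYFP fluorescence (Ex 488/Em 500-530) from Vif-expressing HeLa A3G-eYFP cells; more signal means A3G escaped Vif-mediated degradation. Cells plated overnight, compound pinned in, incubated overnight at 37 deg C.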
TrxR1 substrate: rat thioredoxin reductase 1 substrate activity; purified TrxR1 substrate turnover, NADPH consumption readout; Potency, µM (highest dose often 114 µM), without a hit: at the top dose activity change, negative = substrate turnover; 0.01% of 390,000 active; also: % is scaled to controls: 0 for no effect and ±100 for the full control effect; nearly all actives have a fitted effect of over 50% in size
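Rat TrxR1, dispensed at 90 nM, was prereduced with 400 uM NADPH (final) for 5 min at ~22 deg C, then incubated with compound 15 min before 400 uM selenite. A first-read NADPH fluorescence drop versus no-compound background flagged substrates.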
* = called active by the depositor; u = inconclusive; x = not tested or not shown; [ ] = another dose, or the depositor's remark. Calls follow the shape of the dose curve; as a rule, active = well fitted curve in the direction sought with a large enough effect; inconclusive = small, poorly fitted or top-dose-only effect, or another doubt; inactive = no such curve, though single readings can be large; an effect the other way counts as inactive or inconclusive. Potency is read from the fitted curve at half-maximal effect.

compound	Vif-A3F inh	RGS4 inhibitor	RXFP1 agonist	TrxR1 inh	ALOX12 inh	mIDH1 inhibitor	USP1 inh	Vif-APOBEC3G blk	TrxR1 substrate
Cc1ccccc1-n1c(=O)cc(N2CCc3ccccc32)[nH]c1=O	-2%	-34%	0.5%	-12%	-15%	18%	-16%	-15%	17%
COc1ccc(NC(=O)c2ccccc2NC(=O)C2CCCO2)cc1 (configuration not stated)	2%	5%	0.5%	30%	-20%	13%	-12%	3%	15%
CCC(C)NC(=O)CN(c1cc(Cl)ccc1OC)S(C)(=O)=O (configuration not stated)	3%	14%	6.0%	-8%	-1%	3%	-2%	4%	2%
O=C(Nc1ccccc1N1CCCCC1)c1ccco1	-2%	-5%	2.0%	-3%	-6%	6%	-30%	-5%	-7%
COCC(C)NC(=O)c1cc(OC)cc(OC)c1 (configuration not stated)	13%	-1%	-0.8%	36%[activator]	6%	13%	-18%	-3%	6%
CC1=C(C(=O)NCc2ccccc2C)C2(CCCCCC2)OC1=O	0%	-12%	1.2%	9%	-5%	9%	0%	2%	0%
C=CCC[C@H](Cc1ccc(F)cc1)C(=O)OC[C@@H](Cc1c[nH]c2ccccc12)NC(=O)[C@@H](CC=C)CC(=O)N[C@@H](CO)Cc1ccccc1	-13%	-3%	x	11%	u	0%	-7%	-15%	-5%
CC(c1ccccc1)N1CC(C(=O)N2CCCC(C(N)=O)C2)CC1=O (configuration not stated)	-1%	0%	0.2%	14%	287%[activator]	-3%	-21%	-1%	-1%
CCOCCCNC(=O)C1CCN(c2nc3ccc(Cl)cc3[nH]2)CC1	1%	-10%	3.5%	16%[57.1 µM]	-22%	11%	-11%	1%	0%[57.1 µM]
O=c1ccc(-c2ccccc2)nn1Cc1ccccc1F	10%	10%	3.2%	23%	-11%	0%	0%	0%	-2%
CN(C)C(=O)c1c([N+](=O)[O-])ncn1C	-8%	23%	0.3%	-10%	13%	3%	4%	2%	-12%
COc1ccc(N2CCN(CC(=O)c3ccc(O)c(C)c3O)CC2)cc1	0%	-15%	-4.7%	-7%	-12%	-7%	-21%	-2%	-5%
Cc1ccc(OCC(=O)N(Cc2ccc(C)o2)C2CCS(=O)(=O)C2)cc1 (configuration not stated)	-8%	-75%[56.9 µM]	0.9%	13%[57.1 µM]	-8%	0%	-10%	4%	4%[57.1 µM]
COc1nc(NCCc2ccc(OC)c(OC)c2)nc(NC(C)(C)CO)n1	-12%	14%	1.4%	30%	4%	5%	-2%	3%	10%
Cn1c(CNc2nc(-c3ccccc3)cs2)nnc1SCC(=O)OC1CCCCC1	-6%	13%[11.4 µM]	-1.1%	14%[57.1 µM]	0%	1%	-16%	1%	-12%
Cc1ccc(S(=O)(=O)Nc2c(C)n(C)n(-c3ccccc3)c2=O)cc1C(=O)NCc1ccccc1	4%	5%	-0.4%	8%	42%[activator]	3%	-13%	-1%	-5%
Cc1ccc(S(=O)(=O)c2nnn3c2nc(N2CCOCC2)c2ccccc23)cc1	5%	0%	u	-31%	u	0%	-10%	1%	10%
COc1ccc(-c2cc(C(=O)N/N=C(\C)c3ccco3)c3ccccc3n2)c(OC)c1	0%	8%	3.5%	16%	-27%	1%	-22%	-21%	4%
Cc1ccc(N(C(=O)C(F)(F)F)C(C(=O)NC2CCCCC2)c2cccs2)cc1 (configuration not stated)	-13%	14%	0.2%	22%	-10%	u	-6%	-10%	12%
COc1ccc(-c2ocnc2C(=O)Nc2ccc(N3CCOCC3)cc2N2CCOCC2)cc1OC	3%	-3%	0.9%	11%[57.1 µM]	2%	-3%	-7%	1%	-6%
O=[N+]([O-])c1ccccc1S(=O)(=O)NC1CC2CCC1C2 (configuration not stated)	-26%	-8%	1.9%	13%	51%[activator]	1%	-21%	1%	0%
CC1CCC(CN2CCN=C2Nc2ccccc2)CC1 (configuration not stated)	-5%	8%	-1.3%	-2%	-9%	7%	-7%	0%	-1%
O=C1c2cccc3c([N+](=O)[O-])c(O)cc(c23)C(=O)N1Nc1ccccc1	10µM*	u	1.9%	8%[57.1 µM]	-22%	3%	-20%	u	-3%[57.1 µM]
CCOC(=O)CSC1=C(C#N)C(c2ccccc2F)C(C(C)=O)=C(C)N1 (configuration not stated)	-4%	-53%	-0.4%	u	0%	7%	-12%	-3%	6%[57.1 µM]
COc1ccc2[nH]c3nc(SCc4nnc(-c5ccccc5)o4)nnc3c2c1	-3%	-37%	3.2%	17%	-6%	2%	-25%	-2%	1%
O=C(COc1ccc(Cl)cc1Br)NC1CC1	7%	20%	-1.7%	23%	369%[activator]	-3%	-13%	4%	0%
Cc1ccc(NC(=O)c2ccc(OCC3CCCO3)cc2)cc1Cl (configuration not stated)	0%	x	x	x	6%	7%	-19%	2%	x
Cc1ccc2nc(C3CCN(S(=O)(=O)c4ccc5ccccc5c4)CC3)[nH]c2c1	0%	-2%	-1.4%	11%	4%	-1%	-12%	1%	6%
CC(C)Oc1ccc(C(=O)NC(=S)Nc2ccc(Cl)c(C(=O)O)c2)cc1	4%	-19%	-0.2%	u	10µM*	-2%	-15%	-8%	2%
Nc1ncnc(Nc2ccc(F)c(Cl)c2)n1	5%	29%	1.2%	32%	0%	5%	-5%	0%	5%
C#Cc1ccc([C@@H]2C=C(C(=O)N3CCN(Cc4ccc5c(c4)OCO5)CC3)O[C@H](OCC)[C@H]2CCCO)cc1	5%	31%	-1.4%	12%[57.1 µM]	-5%	3%	-13%	-5%	6%[57.1 µM]
CCn1c(Cc2ccccc2)nnc1SCC(=O)Nc1nccs1	-15%	8%	0.8%	27%	u	7%	-10%	-4%	12%
CCOC(=O)C1(CCOc2ccccc2)CCN(Cc2cc(OC)c(O)c(OC)c2)CC1	-1%	-22%	0.3%	-2%	x	9%	-19%	1%	6%
CCC(C(=O)OC(C)C)c1ccc2ccccc2c1 (configuration not stated)	-3%	-4%	-0.2%	14%	-21%	-4%	u	-1%	2%
COc1cc(OC)c(CN2CCC(Cc3ccccc3)CC2)cc1Br	-11%	-23%	-3.4%	39%	1µM*	9%	-19%	1%	18%[2.29 µM]
CC1=C(C(=O)OC(C)C)C(c2ccc(Cl)cc2)n2c(s/c(=C\c3ccc(OCC(=O)O)cc3)c2=O)=N1 (configuration not stated)	u	-5%	1.4%	2%	u	2%	34%[activator]	-5%	-11%
O=C(CO/N=C/c1ccc(OC(F)F)cc1)NCc1ccco1	1%	-6%	0.5%	27%[11.4 µM]	-6%	-4%	-22%	0%	6%[11.4 µM]
Cc1cnc(NC(=O)CC2OC(=O)c3ccccc32)s1 (configuration not stated)	-5%	-15%	2.1%	20%[57.1 µM]	x	2%	-4%	-1%	8%[57.1 µM]
O=C(c1ccc([N+](=O)[O-])cc1[N+](=O)[O-])N1CCCC1	2%	10%	-1.2%	7%	1%	-7%	-26%	-3%	-1%
Cc1cc(C)c2sc(NC(=O)c3ccc(S(=O)(=O)N4CCCC4)cc3)nc2c1	10%	19%	0.4%	18%[57.1 µM]	-24%	-8%	-22%	0%	2%[57.1 µM]

Looked up above.
TrxR1 inh with O=[N+]([O-])c1ccccc1S(=O)(=O)NC1CC2CCC1C2 (configuration not stated) = 13%
RXFP1 agonist with CCC(C(=O)OC(C)C)c1ccc2ccccc2c1 (configuration not stated) = -0.2%
TrxR1 inh with Cc1cnc(NC(=O)CC2OC(=O)c3ccccc32)s1 (configuration not stated) = 20%[57.1 µM]

Further structures
compound	Vif-A3F inh	RGS4 inhibitor	RXFP1 agonist	TrxR1 inh	ALOX12 inh	mIDH1 inhibitor	USP1 inh	Vif-APOBEC3G blk	TrxR1 substrate
CCCc1cc(=O)[nH]c(SCC(=O)Nc2cc3c(cc2C(C)=O)OCO3)n1	4%	-6%	2.9%	-14%	0%	4%	5%	-2%	4%
CCn1c2c(c(=O)n3ncc(C(=O)Nc4cccc(Cl)c4C)c13)CN(Cc1ccc(OC)cc1)CC2	12%	-34%	4.2%	17%[57.1 µM]	u	-1%	u	-6%	3%[57.1 µM]
Cc1ccc(C)c(NC(=O)c2ccccc2O)c1	-5%	-89%[11.4 µM]	2.4%	34%[57.1 µM]	0%	4%	-18%	-10%	3%[57.1 µM]
O=C(C1CCN(S(=O)(=O)N2CCOCC2)CC1)N1CCN(c2ccccc2)CC1	-8%	-9%	2.1%	4%	94%	3%	-13%	0%	-2%
CN(C)C(/C=C/Nc1ccc(O)cc1)=C(C#N)C#N	-1%	1%	2.0%	17%	-20%	0%	10%	0%	7%
CCCCNC(=O)c1ccc2c(c1)ncn2C1CCCCC1	-12%	7%	0.1%	5%	4%	4%	-22%	1%	1%
Cc1ccc(NCc2nnc(SCC(=O)c3ccccc3)o2)c(C)c1	5%	-23%[56.9 µM]	3.3%	-19%	-26%	9%	-18%	-5%	-4%

Complete entries, quoted from the list. Order of values: Vif-A3F inh	RGS4 inhibitor	RXFP1 agonist	TrxR1 inh	ALOX12 inh	mIDH1 inhibitor	USP1 inh	Vif-APOBEC3G blk	TrxR1 substrate
O=C(C1CCN(S(=O)(=O)N2CCOCC2)CC1)N1CCN(c2ccccc2)CC1 across the screens: -8%	-9%	2.1%	4%	94%	3%	-13%	0%	-2%
Cc1ccc(C)c(NC(=O)c2ccccc2O)c1 across the screens: -5%	-89%[11.4 µM]	2.4%	34%[57.1 µM]	0%	4%	-18%	-10%	3%[57.1 µM]

Only part of the results is shown; rates above refer to the full screens.
